# High-throughput results deposited in PubChem by several laboratories.
# RGS4 inh = human RGS4 inhibition; P49798; B-score at 10 µM; hit rate 0.45% among 310,000; HEK293 M3R/RGS4 inducible, Fluo-4 calcium flux; active compounds read high; triggered by carbachol at its EC20;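 active = B-score, a plate-corrected calcium signal, over three deviations above library mean, with baseline fluorescence within five deviations of library mean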;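 also: RGS4 expression induced by doxycycline in cells with stable M3 receptor; B-score is computed from the integrated fluorescence ratio over baseline after carbachol; higher B-score means a larger calcium signal and so more RGS4 inhibition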
# Target sequence (P49798 whole entry, looked up): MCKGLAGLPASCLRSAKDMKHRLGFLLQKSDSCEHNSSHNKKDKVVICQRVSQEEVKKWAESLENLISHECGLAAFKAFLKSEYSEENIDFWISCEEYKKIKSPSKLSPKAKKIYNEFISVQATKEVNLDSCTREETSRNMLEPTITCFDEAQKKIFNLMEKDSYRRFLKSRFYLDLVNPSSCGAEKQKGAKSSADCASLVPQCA
# MrgX1 ag = agonists of human MrgX1 receptor; Q96LB2; MrgX1-HEK293 cells, Fluo-4 calcium fluorescence, agonist mode; active compounds read high; B-score at 10 µM; hit rate 0.44% among 310,000;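 active = calcium response B-score plate-corrected fluorescence ratio at least 3 library SD, with starting fluorescence B-score inside 5 SD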
# Target sequence (Q96LB2 whole entry, looked up): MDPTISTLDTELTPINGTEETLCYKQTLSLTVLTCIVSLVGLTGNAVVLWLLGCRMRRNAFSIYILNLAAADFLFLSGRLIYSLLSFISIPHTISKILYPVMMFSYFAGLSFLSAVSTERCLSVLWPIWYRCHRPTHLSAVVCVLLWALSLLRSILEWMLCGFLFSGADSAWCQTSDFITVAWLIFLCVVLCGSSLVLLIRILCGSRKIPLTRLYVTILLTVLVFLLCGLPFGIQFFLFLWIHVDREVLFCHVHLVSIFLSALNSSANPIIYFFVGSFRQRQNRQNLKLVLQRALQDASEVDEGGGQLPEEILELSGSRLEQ
#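 Material: MrgX1-expressing HEK293 cells / Dosing: compound as first of three additions / Incubation: overnight seeding, then 1 h dark dye loading / Signal: Fluo-4 NW calcium fluorescence / Evaluation: B-scored fluorescence response ratio / Benchmarks: positive and negative control wells on each plate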
# RGS4 act = potentiators or activators of RGS4. HEK293 M3R/inducible RGS4, carbachol calcium flux Fluo4; active compounds read low. B-score at 10 µM. hit rate 0.92% among 310,000;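 active = B-score of the integrated calcium signal more than 4 SD below the library mean, with starting fluorescence not abnormally high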;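 also: negative B-score means reduced calcium response which marks RGS4 activation or potentiation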
#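 Also added: carbachol at ECmax as muscarinic agonist stimulus; Assay system: HEK293 cells with stable M3R and inducible RGS4; Timing: overnight RGS4 induction, 30 min dye load 37 °C, 20 min compound RT; Measured by: Fluo4-AM (2 µM) calcium-flux fluorescence, kinetic read.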
# TRPC6 act = activators of mouse TRPC6 channel | hit rate 0.13% among 310,000 | AID 2550 | B-score at 10 µM | HEK293-TRPC6 membrane potential dye fluorescence; active compounds read high;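 active = B-score of the integrated fluorescence ratio above library mean plus 3 SD, and starting fluorescence ratio within library mean plus 5 SD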;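 also: higher score means more depolarization so channel activation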
# MrgX1 antagonist = human MrgX1 receptor antagonism, primary screen; B-score at 10 µM; hit rate 1.3% among 310,000; Q96LB2; MRGX1-HEK293 calcium flux, Fluo-4, BAM8-22 antagonism; active compounds read low;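 active = calcium-response B-score plate-corrected more than 3 library SD below zero, starting fluorescence within 5 deviations, no agonist response on first addition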;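 also: peak minus trough fluorescence over baseline after final BAM8-22 challenge near maximal dose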
# ANO1 activ = activates or potentiates the mouse TMEM16A chloride channel; Q8BHY3; HEK293 TMEM16A/YFP-H148Q/I152L, iodide quench fluorescence; active compounds read low; B-score at 10 µM; hit rate 0.3% among 340,000;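 active = fluorescence-ratio B-score plate-corrected deviation score at least 3 library SD below zero, with starting fluorescence score within 5 deviations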;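 also: channel opened by trigger with iodide after compound preincubation; score built on the fluorescence ratio of max minus min over baseline; more negative score means more quench and so TMEM16A activation or potentiation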
# TRPC6 inhibitor = mouse TRPC6 channel inhibition; Q61143; HEK293-TRPC6, membrane potential dye, ACh-evoked depolarization; active compounds read low; B-score at 10 µM; hit rate 1.1% among 310,000; AID 2553;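 active = B-score under library mean minus 3 SD, initial fluorescence not abnormally high, positive integrated signal ratio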;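 also: B-score derived from integrated fluorescence ratio over the kinetic read; more negative B-score means stronger inhibition of depolarization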
# SKKanGAS inh = blocks kanamycin growth of S. pyogenes SKKanGAS strain. BacTiter-Glo, 6 h. inhibition, % at 7.5 µM. hit rate 1.3% among 300,000;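 active = mean replicate score, as percent of positive control median, at least 50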;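 also: strain carries kanamycin resistance gene driven by streptokinase promoter and grows in 40 µg/ml kanamycin; loss of luminescence reflects streptokinase promoter inhibition or plain growth inhibition; 0% = median of DMSO wells and 100% = positive control at its reference dose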
# MrgX1 PAM = human MrgX1 positive allosteric modulation, primary screen. B-score at 10 µM. AID 588675. Q96LB2. MrgX1-HEK293, Fluo-4 calcium flux, FDSS; active compounds read high. hit rate 0.63% among 310,000;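 active = plate-corrected calcium response at least 3 library SD above typical, normal starting fluorescence, not activating the receptor alone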;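 also: compound read alongside a low EC10 to EC30 dose of BAM8-22 agonist; peak minus trough fluorescence over baseline measured at the second addition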
# HDAC3 inh = inhibitors of human histone deacetylase 3; recombinant HDAC3, fluorogenic peptide/trypsin coupled, fluorescence; inhibition, % at 8.3 µM; hit rate 0.15% among 320,000; AID 2718; in the data active = inhibition above about 26%, passing the limit was not always enough
# Target sequence (O15379 whole entry, looked up): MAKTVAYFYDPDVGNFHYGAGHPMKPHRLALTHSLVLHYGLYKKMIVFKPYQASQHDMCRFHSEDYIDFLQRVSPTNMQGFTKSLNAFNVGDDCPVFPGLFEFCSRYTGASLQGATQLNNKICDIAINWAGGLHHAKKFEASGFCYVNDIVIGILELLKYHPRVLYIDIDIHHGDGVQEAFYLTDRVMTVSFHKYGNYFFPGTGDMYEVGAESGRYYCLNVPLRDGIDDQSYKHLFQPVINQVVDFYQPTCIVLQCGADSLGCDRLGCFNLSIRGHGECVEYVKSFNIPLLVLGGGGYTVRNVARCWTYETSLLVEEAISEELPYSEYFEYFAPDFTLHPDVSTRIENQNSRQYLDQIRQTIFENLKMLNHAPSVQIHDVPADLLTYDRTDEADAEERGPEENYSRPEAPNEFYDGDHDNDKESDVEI
# TMEM16A inh = blocks the mouse calcium-activated chloride channel TMEM16A; Q8BHY3; HEK293 TMEM16A/YFP iodide influx fluorescence, ionomycin; normalized B-score (activity score, 25-100; higher = stronger inhibition) at 10 µM; hit rate 1.2% among 310,000;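 active = ratio plate-corrected score three or more library SD toward inhibition, starting fluorescence score within five deviations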;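 also: score derived from kinetic fluorescence span divided by baseline fluorescence per well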
# * = called active by the depositor; i = inactive; / = no result given.
# Screens in order: RGS4 inh	MrgX1 ag	RGS4 act	TRPC6 act	MrgX1 antagonist	ANO1 activ	TRPC6 inhibitor	SKKanGAS inh	MrgX1 PAM	HDAC3 inh	TMEM16A inh
CCC(=O)c1cn(CC(=O)Nc2ccccc2F)c2ccccc12
  i	i	i	i	i	i	i	3	i	0	i
COCCn1c(-c2ccccc2)cnc1N
  i	i	i	i	i	i	i	-2	i	3	i
OCC1(C2=NOC(O)(C(F)(F)F)C2)CCCCC1 (centres undefined)
  i	i	i	i	i	i	i	-11	i	-3	i
CC(=O)N(CC(=O)Nc1sc(C)c(C)c1C(N)=O)Cc1ccccc1
  i	i	i	i	i	i	i	-7	i	3	i
CC(C)(C)NC(=O)/C(=C\C=C\c1ccccc1)NC(=O)c1ccc([N+](=O)[O-])cc1
  i	i	i	i	i	i	i	-10	i	5	i
COc1ccc2[nH]c(=O)c(CNc3ccc(C)c(C)c3)cc2c1
  i	i	i	i	i	i	i	27	i	-1	i
CSCCC(NS(=O)(=O)c1ccccc1F)C(=O)NCc1ccncc1 (centres undefined)
  i	i	i	i	i	i	i	10	i	/	i
O=C1NC(=O)C(CC(=O)N(c2ccccc2)C2(C(=O)NC3CCCC3)CCCCC2)N1 (centres undefined)
  i	i	i	i	i	i	i	1	i	0	i
CC(=NC1CC1)C1=C(O)c2ccccc2C1=O
  i	i	i	i	i	i	i	3	i	5	i
Cc1ccc(Cn2c(=N)c(C(=O)NCC3CCCO3)cc3c(=O)n4ccccc4nc32)cc1 (centres undefined)
  i	i	i	i	i	i	i	5	i	-56	i
O=C(COC(=O)C1(c2ccc(F)cc2)CCCC1)NC1CC1
  i	i	i	i	i	i	i	0	i	0	i
CCn1ncc(C2=NOC(C(=O)N3CCC(C(N)=O)CC3)C2)c1C (centres undefined)
  i	i	i	i	i	i	i	8	i	3	i
O=C(CCNC(=O)C1CCN(S(=O)(=O)c2ccc(F)cc2)CC1)NCc1cccnc1
  i	i	i	i	i	i	i	-2	i	8	i
O=C(Nc1nccs1)c1ccc(-c2ccc(F)cc2)o1
  i	i	i	i	i	i	i	1	i	-7	i
Cc1ccccc1NC(=O)c1cccc(NC(=O)c2ccccc2C(=O)O)c1
  i	i	i	i	i	i	i	0	i	0	i
CCOC(=O)Nc1sc(=S)n(C)c1C
  i	i	i	i	i	/	i	-6	i	14	i
O=C(CN1CCN(S(=O)(=O)c2ccc(Br)cc2)CC1)N/N=C/c1ccncc1
  i	i	i	i	i	i	i	1	i	1	i
COc1ccc(-c2csc(NC(=O)CS(=O)(=O)c3ccc(F)cc3)n2)cc1OC
  i	55*	i	i	i	i	i	29	i	-1	i
O=C(NC1CCCC1)C(c1cccnc1)N(C(=O)c1csnn1)c1ccccc1Cl (centres undefined)
  i	i	i	i	i	i	i	-3	i	-11	i
Cc1csc(NC(=O)c2ccc3nc[nH]c3c2)n1
  i	i	i	i	i	i	i	-1	i	-2	i
O=C1CCN(CCc2ccccc2)CCN1CCSc1ccc(Br)cc1
  i	i	i	i	i	i	i	0	i	1	i
O=C(CC(c1ccccc1)c1ccco1)Nc1nccs1 (centres undefined)
  i	i	i	i	i	i	i	7	i	1	i
O=C(NCC1CCCO1)c1ccc([N+](=O)[O-])s1 (centres undefined)
  i	i	i	i	i	i	i	4	i	-1	i
O=C(CNCC1CCCO1)Nc1ccc(N2CCCCCC2)cc1 (centres undefined)
  i	i	i	i	i	i	-6.3*	-3	i	4	i
Fc1cccc2sc(N3CCOCC3)nc12
  i	i	i	i	i	i	i	-1	i	-14	i
CCn1c(SCc2ccc(OC)cc2)nnc1-c1ccncc1
  i	i	i	i	i	i	i	-5	i	2	i
CSc1nc2ncc3c(n2n1)CC1c2ccccc2CCN1C3=O (centres undefined)
  i	i	i	i	i	i	i	-20	i	-33	i
CCn1c(SCC(=O)N/N=C/C(C)=C/c2ccco2)nnc1-c1ccccc1
  i	i	i	i	i	i	i	6	i	8	i
O=C(NC(=S)NCc1cccnc1)c1cccc2ccccc12
  i	i	i	i	i	i	i	-17	i	-8	i
Cc1ccc(C(=O)CCNc2ccc(Br)cc2)o1
  i	i	i	i	i	i	i	-2	i	3	i
CN(CC(=O)NCCc1ccccc1)S(=O)(=O)c1cccs1
  i	i	i	i	i	-5.4*	i	-1	i	4	i
Cc1cc2c(NC(=O)Nc3ccc(C(F)(F)F)cc3)cccc2nn1
  i	i	i	i	i	i	i	13	i	3	i
COc1ccc(CNc2ncnc3cc(OC)c(OC)cc23)cc1
  i	i	i	i	i	i	i	1	i	0	i
Nc1cccc(CCc2ccncc2)c1
  i	i	i	i	i	i	i	1	i	-2	i
COC(=O)CSc1nc(C)cc(C(F)(F)F)c1C#N
  i	i	i	i	i	i	i	4	i	-2	i
O=C1CN(C(=O)CNCc2ccc(Cl)cc2)c2ccccc2N1
  i	i	i	i	i	i	i	10	i	-2	i
CCCCNC(=O)/C=C/c1ccc(OC)c(Br)c1
  i	i	i	i	i	i	i	2	i	0	i
COc1ccccc1OCCCC(=O)Nc1ccc([N+](=O)[O-])cc1Br
  i	i	i	i	i	i	i	0	i	0	i
CC(C)CCNC(=O)c1onc(CSc2ccccc2)c1C(=O)NCCC(C)C
  i	i	i	i	i	i	i	27	i	-4	i
Cc1nc(SCc2ccc([N+](=O)[O-])cc2)n[nH]1
  i	i	i	i	i	i	i	0	i	-1	i
C#CCn1c(O)c(N=NC(=O)CNC(=O)c2cccnc2)c2ccccc21
  i	i	i	i	i	i	i	-4	i	9	i
Cc1ccc(OCC(=O)NC(C)c2ccc(Cl)c(Cl)c2)c([N+](=O)[O-])n1 (centres undefined)
  i	i	i	i	i	i	i	-7	i	2	i
COc1ccc(N2CCN(C(=O)c3nc4nc(C)cc(C)n4n3)CC2)cc1
  i	i	i	i	i	i	i	-1	i	-8	i
COc1ccc(N(C(=O)c2snc(C(N)=O)c2N)C(C(=O)NC2CCCCC2)c2ccc(F)cc2)c(OC)c1 (centres undefined)
  i	i	i	i	i	i	i	7	i	-3	i
CCN1CCN(Cc2ccc(NC(=O)Nc3cccs3)cc2)CC1
  i	i	i	i	i	i	i	-1	i	-6	i
Cc1cc(NC(=O)C2CC(c3ccc(Cl)cc3)=NO2)no1 (centres undefined)
  i	i	i	i	i	i	i	-5	i	3	i
CN(C)CCCN(C(=O)CCOc1ccccc1)c1nc2c(F)cccc2s1
  i	/	i	i	/	i	-5.1*	-5	/	/	/
Nc1nnc(SCC(=O)c2ccc3c(c2)NC(=O)CO3)s1
  i	i	i	i	i	i	i	1	i	18	i
CCOC(=O)CSc1nc(C)c2cccc(C)c2n1
  i	i	i	i	i	i	i	20	i	-2	i
C=CCNC(NC(=O)c1ccccc1)(C(=O)OCC)C(F)(F)F (centres undefined)
  i	i	i	i	i	i	i	0	i	-3	i
N#Cc1ccc(NC(=S)Nc2ccccc2)cc1
  i	i	i	i	i	i	i	14	i	-6	i
CC1(C)CC(=O)C(C#N)=C(NCCCO)C1
  i	i	i	i	i	i	i	-5	i	0	i
CCN(CC)CCCSc1nc2ccccc2s1
  i	i	i	i	i	i	i	-2	i	1	i
O=C(NC1CC1)C1CCN(C2CCN(C(=O)/C=C/c3cccc(F)c3F)CC2)CC1
  i	i	i	i	i	i	i	-3	i	-1	i
C/C(=N\Nc1nc(-c2ccccc2O)nc2ccccc12)c1ccccc1
  i	i	i	i	i	i	i	7	i	-1	i
CS(=O)(=O)c1ccc(CNC(=O)C2(C(F)(F)F)CC(CCCO)CCCO2)cc1 (centres undefined)
  i	i	i	i	i	/	i	7	i	1	i
COC(=O)c1c(C)oc2ccc(N(C(=O)Oc3ccccc3)S(=O)(=O)c3ccccc3)cc12
  i	i	i	i	i	i	i	-14	i	/	i
CC(C)Oc1cccc(C(=O)C2CCCN(S(=O)(=O)C(C)C)C2)c1 (centres undefined)
  i	i	i	i	i	i	i	9	i	4	i
CCn1c(SC)nc(O)c(C(c2ccc(OC)c(O)c2)c2c(O)nc(SC)n(CC)c2=O)c1=O
  i	i	i	i	i	i	i	22	i	11	i
CS(=O)(=O)c1cccc(S(=O)(=O)N2CCN(c3ccccn3)CC2)c1
  i	i	i	i	i	i	i	0	i	-1	i

# More entries follow.
# Screens in order: RGS4 inh	MrgX1 ag	RGS4 act	TRPC6 act	MrgX1 antagonist	ANO1 activ	TRPC6 inhibitor	SKKanGAS inh	MrgX1 PAM	HDAC3 inh	TMEM16A inh
O=C(NCC(c1ccco1)N1CCc2ccccc2C1)c1ccc([N+](=O)[O-])cc1 (centres undefined)
  i	i	i	i	i	i	i	4	i	4	i
O=C(c1cccc(Cl)c1)N1CCCc2ccccc21
  i	i	i	i	i	i	i	3	i	4	i
COc1ccc(CSc2ccc(-c3nc4ccccn4c3NCc3ccccc3)cc2OC)cc1
  i	i	i	i	i	i	i	33	i	-23	i
CCCCC(CC)C(=O)Nc1cccc(SC)c1 (centres undefined)
  i	i	i	i	i	i	i	-1	i	-2	i
CCN(CC(=O)Nc1ccc(NC(C)=O)cc1)C(=O)COc1ccc2ccccc2c1
  i	i	i	i	i	i	i	-1	i	6	i
O=C(CC1SC(=Nc2cccc3ccccc23)N(Cc2ccccn2)C1=O)Nc1ccccc1Br (centres undefined)
  i	i	i	i	i	i	i	6	i	-4	i
CCOc1cc(/C=N/O)ccc1OS(=O)(=O)c1ccc(C)cc1
  i	i	i	i	i	i	i	3	i	0	i
Cc1ccc(-n2cc(CN3CCN(c4ccccn4)CC3)c(-c3ccc(F)cc3)n2)cc1
  i	i	i	i	i	i	i	15	i	6	i
CCOc1ccccc1CN1CCN(Cc2cc3ccccc3[nH]2)CC1CCO (centres undefined)
  i	i	i	i	i	i	i	-5	i	-1	i
CN1CCCC(OC(=O)c2cc(F)c(F)c(F)c2F)C1 (centres undefined)
  i	i	i	i	i	i	i	-5	i	3	i
CCN(CC)S(=O)(=O)c1cc(-c2nn(C)c(=O)c3ccccc23)ccc1C
  i	i	i	i	i	i	i	-1	i	1	i
CCCCN(C)CCn1c(=S)[nH]c2ncccc2c1=O
  i	i	i	i	i	i	i	-5	i	-7	i
